Lipid storage S3: qHTS Assay for Lipid Storage Modulators in Drosophila S3 Cells; 320,000 compounds, 0.64% hits; Drosophila S3 cells, BODIPY lipid droplet fluorescence, 18-24 h; cells fed with added oleic acid; AID 2685; lipid storage change, negative = inhibition, % at the top dose, mostly 46.1 µM; hits show Potency in µM; active means well fitted inhibition curve with a large enough effect in the signal ratio, with a control signal flat, not every such curve was filed as active; inconclusive means small, poorly fitted or top-dose-only effect, or effect the other way, or a change in a side signal; the % refers to the signal ratio
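Drosophila S3 cells loaded with oleic acid (400 uM, as added) and compounds at several concentrations; lipid droplets imaged by 488-nm laser-scanning cytometry, 500–530 nm intensity and object ratio to cell channel. Percent activity normalized to 20 uM Triacsin C.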
Lipid storage S3 cell count max: second read-out of Lipid storage S3, no call of its own (marks repeat the call); cell number change, %; measured here: cell count max response;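 cells counted by Cell Tracker Red CMTPX staining in the red channel; peak over a dose series mostly up to 46.1 µM; percent activity relative to internal control wells on each plate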
Starred values were filed as active, the others as inactive; i = inactive; ? = inconclusive; · = not tested or not shown. On the % scale 0 is the no-effect control and ±100 the full control effect; potency means the concentration at half of the fitted maximal effect. Some of the compounds tested. The share of hits here may be higher or lower than overall.

Compound,Lipid storage S3,Lipid storage S3 cell count max
COc1ccc(Nc2ncnc3ccc(C)cc23)cc1,?,·
CCN(CC)CCCN1C(=O)C(=O)/C(=C(/O)c2ccc(Cl)cc2)C1c1ccccn1 (configuration not stated),?,·
Oc1ccc(C2N=C(c3ccccc3)NC(c3ccccc3)=N2)cc1,?,·
O=C(NC1CCCCC1)C(c1ccccc1)N(C(=O)c1cccs1)c1ccc2c(c1)OCO2 (configuration not stated),-25.7%,17.3
CN(C(=O)Cn1c(Cl)nc2c1c(=O)n(C)c(=O)n2C)C1CCS(=O)(=O)C1 (configuration not stated),?,·
O=C(COC(=O)c1ccc(Cl)c(Cl)c1)NC1CCCC1,9.2%,4.1
COc1ccc(C2=NN(CN3C(=O)C(=O)c4ccccc43)C(c3cccc([N+](=O)[O-])c3)C2)cc1 (configuration not stated),?,·
CC(C)(C)CC(=O)NC(=S)Nc1ccccc1C(F)(F)F,-17.2%,·
O=C1COc2ccc(S(=O)(=O)N3CCN(c4ccccc4F)CC3)cc2N1,i,-22.4
Cc1cc(N2CCN(Cc3nc(-c4ccc(F)cc4)oc3C)CC2)cc(C)n1,5.0%,12.9
CC(C)Cn1nc(C(=O)Nc2cccc(S(=O)(=O)N3CCCC3)c2)c2ccccc2c1=O,?,·
CCOc1ccc(S(=O)(=O)NCCC(=O)OCC(=O)N2CC(=O)Nc3ccccc32)cc1,?,·
O=C(Cc1ccc(Cl)cc1)Nc1ccc(NC(=O)c2ccccc2)cc1,6.1%,0.1
O=C(COc1ccccc1)Nc1nnc(S(=O)(=O)N2CCCCCC2)s1,?,·
Cc1ccc(S(=O)(=O)N2CCN(C(=O)c3ccc(N4CCCC4)c([N+](=O)[O-])c3)CC2)cc1,?,·
C=CCN(C(=O)CSc1nc2[nH]ncc2c(=O)n1-c1ccccc1OC)c1ccccc1,?,·
COc1ccc(NC(=O)Nc2ccccc2SC)c(OC)c1,?,·
CC1CCN(C(=O)c2ccc3c(c2)NC(=O)/C(=C/c2ccccc2)S3)CC1,i,3.3
Cc1ccc(-c2nnc(-c3ccc4c(c3)OCO4)o2)cc1,-5.0%,-10.0
CSc1ccc(CN2C(=O)NC3(CCCCCC3)C2=O)cc1,-7.2%,11.5
CSc1ccccc1OCc1cc(C(=O)N(C)CC2COCCO2)no1 (configuration not stated),-7.6%,5.8
CCOc1ccc(S(=O)(=O)N(CC)CC(=O)NCc2ccncc2)cc1,?,·
CN(Cc1cc2cc(F)ccc2[nH]1)Cc1nc(-c2cnccn2)no1,-3.6%,14.9
CCCN(C(=O)c1c(-c2ccccc2)noc1C)c1c(N)n(Cc2ccccc2)c(=O)[nH]c1=O,1.84µM*,9.8*
O=C(CNC(=O)c1ccc2ccccc2c1)Nc1ncccc1O,?,·
Cc1ccc(C)c2c1N(Cc1ccccc1)C(=O)C21OCCO1,15.0%,13.6
CN1CCCC(OC(=O)CCCC(=O)OC2CCCN(C)C2)C1 (configuration not stated),?,·
CC(C)(C)c1nnc(NC(=O)c2cc(-c3ccccc3)nc3ccccc23)s1,?,·
CCCCc1c(O)nc(SCCN(C)C)n(-c2ccccc2)c1=O,?,·
COc1ccccc1S(=O)(=O)Cc1ccc(C(=O)NCc2cccs2)o1,-4.7%,-20.9
C#Cc1ccc([C@@H]2C=C(C(=O)OCC=C)O[C@H](OCC)[C@H]2CCCO)cc1,-17.0%,5.6
CN(C)S(=O)(=O)c1cc(NC(=O)COC(=O)C2CSC3(C)CCC(=O)N23)ccc1Cl (configuration not stated),?,·
C=C/C(C)=C/C[C@H]1C(=C)CCC2[C@](C)(C(=O)O)CCC[C@@]21C (some centres not stated),6.9%,19.8
CCc1noc(C)c1C(=O)Nc1nc2c(F)cc(F)cc2s1,?,·
COCCN(C(=S)Nc1ccc(C)c(C)c1)C(C)c1ccco1 (configuration not stated),11.3%,0.3
Cc1c(S(=O)(=O)N2CCC(C)CC2)c(=O)n(C)c(=O)n1C,?,·
CCOc1ccc(OCCCC(=O)NNC(=O)c2ccncc2)cc1,i,11.6
Cc1ccc2nc3ccc(N4CCCCCCC4)nn3c(=O)c2c1,?,·
CC(=O)N1CCc2cc(S(=O)(=O)CCC(=O)Nc3c(C)n(C)n(-c4ccccc4)c3=O)ccc21,-0.6%,·
COc1cc(C=O)c(-c2c(C=O)cc(OC)c3c2OCO3)c2c1OCO2,i,-4.7
CC(=NC1CCN(Cc2ccccc2)CC1)c1c(O)[nH]c(=O)[nH]c1=O,?,·
CCN(CC)C(=O)/C(=C\c1ccc(Br)cc1)NC(=O)c1ccccc1OC,11.5%,-11.7
COc1cc(CNc2ncnc3c2[nH]c2ccc(C)cc23)cc(OC)c1,?,·
Nn1c(SCC(=O)Nc2ccc3c(c2)OCO3)nnc1C(F)(F)F,?,·
Cn1c(SCC(=O)c2ccccc2F)nnc1C1CC1,24.3%,10.6
COc1ccc(Nc2nc3c(c(=O)n(C)c(=O)n3C)n2CCO)cc1,?,·
NC(=O)c1cc(-c2ccncc2)nc2ccc(Cl)cc12,12.3%,7.1
COc1ccccc1N/C=C(\C#N)c1nc2ccccc2[nH]1,-10.4%,-7.3
Cc1csc(SCC(=O)Nc2cc(S(=O)(=O)N3CCOCC3)ccc2N2CCOCC2)n1,?,·
COc1ccc(N(CC(=O)N2CCc3ccccc3C2)S(=O)(=O)c2ccccc2)cc1,9.8%,11.7

(cont.)
Compound,Lipid storage S3,Lipid storage S3 cell count max
COc1ccc(-n2c(C)nc3c(cnn3-c3ccccc3)c2=O)cc1,?,·
O=[N+]([O-])c1cccnc1SCc1c(F)cccc1Cl,4.1%,-9.2
COc1ccc(N=Cc2cc(Cl)ccc2O)cc1Cl,4.2%,·
O=C(N/N=C/C=C/c1ccccc1)c1cnccn1,?,·
COc1nc2ccc(C)cc2cc1-c1noc(-c2cccnc2)n1,?,·
CCOC(=O)N1CCC(NS(=O)(=O)c2ccccc2)CC1,-8.2%,-13.6
CCn1c(NCc2ccc3c(c2)OCO3)nc2ccccc21,-0.4%,0.9
O=C(Nc1ccccc1C(=O)NC(Cc1c[nH]c2ccccc12)C(=O)O)c1ccco1 (configuration not stated),?,·
Cn1cc(/C=C(\C#N)C(=O)Nc2ccccc2O)c2ccccc21,?,·
CCOc1ccc(NC(=O)CN(C)C(=O)COc2cccc(CC)c2)cc1OCC,?,·
CCCc1nnc(SCC(=O)N2C(C)CCCC2C)n1CCCOC (configuration not stated),?,·
Cn1c(=O)c2c(SCC(=O)c3ccccc3)nc(C3CC3)nc2n(C)c1=O,?,·
Cc1ccc(CNC(=O)Cc2ccc(-c3ccccc3)cc2)cc1,?,·
O=C1c2cccc3cc([N+](=O)[O-])cc(c23)C(=O)N1CCN1CCCC1,?,·
Cc1sc2c3ccsc3ccc2[n+]1C,1.4%,14.6
CCOC(=O)C1CCN(C(=O)CCCn2nc(CC)n3c(cc4occc43)c2=O)CC1,i,-12.6
COc1ccc(NC(=O)CCCN2C(=O)C(c3ccccc3)Oc3cccnc32)cc1 (configuration not stated),?,·
COC(=O)c1ccc(C)c(NC(=O)CCSc2ccccc2)c1,?,·
Cc1c(NC(=O)C2CCCN2S(=O)(=O)c2ccccc2)c(=O)n(-c2ccccc2)n1C (configuration not stated),2.2%,-8.6
CCn1cc(C(=O)O)c(=O)c2cnc(N3CCN(C(=S)NC(=O)c4ccc(F)c(F)c4)CC3)nc21,i,10.5
Cc1ccc(NC(=O)C2CCN(S(C)(=O)=O)CC2)cc1,-13.2%,1.0
CC(C)C(C(=O)Nc1ccc2c(c1)OCO2)N1C(=O)c2ccccc2C1=O (configuration not stated),i,-19.4
CC(C)(Oc1ccc(Cl)cc1)C(=O)NCC1CCCO1 (configuration not stated),?,·
CN1CCN(c2ccc(-c3ccc4ccccc4n3)cc2)CC1,i,·
COC(=O)C1CCN(C(=O)c2ccc(Cl)c(S(=O)(=O)NCc3cccnc3)c2)CC1,i,20.6

Following part:
canonical_smiles,Lipid storage S3,Lipid storage S3 cell count max
Cc1ccc(-n2ccc(=O)c(C(=O)Nc3ccc(S(=O)(=O)N4CCOCC4)cc3)n2)cc1,?,·
CC(=O)OC(C)(CCC(C)(OC(C)=O)C(C)=O)C(C)=O (configuration not stated),3.8%,1.2
CNC(=S)N(Cc1cc2ccc(OC)cc2[nH]c1=O)CC1CCCO1 (configuration not stated),-12.6%,-8.7
CNC(=O)CN(c1cc(C)ccc1C)S(C)(=O)=O,?,·
O=C(COC(=O)c1ccccc1[N+](=O)[O-])NNC(=O)c1cccs1,?,·
O=C(NCc1ccccc1)C12CN(Cc3ccccc3)CC1C(c1cccc([N+](=O)[O-])c1)=NO2 (configuration not stated),17.3%,-15.4
CCOC(=O)c1c(NC(=O)c2noc3c2CCCC3)sc(C)c1C,6.0%,4.5
Cc1ccc(N(CC(=O)NCC2CCCO2)C(=O)CCC(=O)Nc2ccccn2)cc1C (configuration not stated),1.7%,23.4
Cc1ccc(S(=O)(=O)NCC(=O)OCCOc2cccc(Cl)c2)cc1,?,·
CC(C)(C)NC(=O)C1CCC(C)(C(=O)O)C1(C)C (configuration not stated),?,·
COc1cccc(C(=O)NC(=S)Nc2ccccc2N2CCCCC2)c1,?,·
CC1=C(C(=O)Nc2ccccc2)C(c2ccco2)C(C#N)=C(SCC(=O)OC(C)C)N1 (configuration not stated),?,·
O=C(CC1NCCNC1=O)Nc1ccc([N+](=O)[O-])cc1 (configuration not stated),6.0%,·
COc1ccccc1CN1C(=O)CN(C2CCCC2)C(=O)C1c1ccc(F)cc1 (configuration not stated),5.7%,11.6
Cc1cc([N+](=O)[O-])c(C)cc1-c1ccc(/C=N/NC(=O)Cn2nnnc2N)o1,i,·
Cc1nn(-c2ccccc2)c(C)c1C(=O)OCC(=O)N1c2ccccc2NC(=O)C1(C)C,?,·
COc1cccc(OC)c1C(=O)NC(=S)Nc1cccc(NC(=O)c2ccco2)c1,?,·
COc1ccc2c(c1OC)C(=O)N(c1cccc(NC(C)=O)c1)C2,?,·
CC(C)(C)c1cc(CN2CCN(CCO)CC2)cc(C(C)(C)C)c1O,?,·
CCOC(=O)CCn1c(CC(=O)OCC)nc2ccccc21,?,·

Another view of part of the listing above.
> Cc1cc([N+](=O)[O-])c(C)cc1-c1ccc(/C=N/NC(=O)Cn2nnnc2N)o1
- Lipid storage S3: i
- Lipid storage S3 cell count max: ·

> Cc1nn(-c2ccccc2)c(C)c1C(=O)OCC(=O)N1c2ccccc2NC(=O)C1(C)C
- Lipid storage S3: ?
- Lipid storage S3 cell count max: ·

> COc1cccc(OC)c1C(=O)NC(=S)Nc1cccc(NC(=O)c2ccco2)c1
- Lipid storage S3: ?
- Lipid storage S3 cell count max: ·

> COc1ccc2c(c1OC)C(=O)N(c1cccc(NC(C)=O)c1)C2
- Lipid storage S3: ?
- Lipid storage S3 cell count max: ·

Continued.
canonical_smiles,Lipid storage S3,Lipid storage S3 cell count max
CC(C)CCN1CCNC(=O)C1CC(=O)N(C)CCCN1CCOCC1 (configuration not stated),?,·
COc1ccccc1CNC(=O)C1CCN(S(=O)(=O)c2ccc3c(c2)CC(C)N3C(=O)C2CC2)CC1 (configuration not stated),?,·
O=C(CNC(=O)CNC(=O)c1ccc(Cl)cc1Cl)NCc1cccc(Cl)c1,?,·
Cc1cc2ncn(CC(O)COC3CCCCC3)c2cc1C (configuration not stated),?,·
O=[N+]([O-])/C=C/c1c(OCc2ccccc2)ccc2ccccc12,?,·
O=C(CCN1C(=O)[C@@H]2Cc3ccccc3CN2C1=O)N[C@H](C(=O)O)c1ccccc1,i,8.9
COc1ccc(OC)c(CN2CCN(Cc3cccc4ccccc34)CC2)c1,-6.1%,-5.2
Cn1nnnc1SCC(=O)N1CCN(Cc2ccccc2)CC1,-13.0%,3.0
O=C(CCNC(=O)c1ccc(Cl)cc1)NCC(c1ccco1)N1CCCCC1 (configuration not stated),?,·
O=C(CNC(=O)C12CC3CC(CC(C3)C1)C2)NC1=NCCS1,?,·
OC1c2cc(Br)ccc2N=C2CCCN21 (configuration not stated),?,·
Cc1cc(C)c2cc(C=O)c(Cl)nc2c1,1.8%,13.9
CCCCCCN(C(=O)CCCCCN1C(=O)NC(c2ccc(-c3ccccc3)cc2)C(C(=O)OCc2ccccc2)=C1C)C(C(=O)NCCCC)c1ccc(O)c(C(=O)OC)c1 (configuration not stated),6.8%,-7.0
C=CCN1C(=O)c2ccc(C(=O)OCC(=O)N3CCN(c4ccccc4)CC3)cc2C1=O,4.3%,0.0
O=C(/C=C/c1ccc(F)cc1)NCc1cccs1,20.7%,12.4
COc1ccccc1-c1noc2ncnc(Nc3ccc4c(c3)OCO4)c12,?,·
COc1ccc(C(=O)Nc2ccc(NC(=O)C(C)C)nc2)cc1,11.3%,4.3
CCN(CC)S(=O)(=O)c1ccc(C(=O)NCC(=O)NC2CC2)cc1,?,·

Shown with two lines to a compound: entries from further up.
Order of results: Lipid storage S3	Lipid storage S3 cell count max
> COc1ccccc1CNC(=O)C1CCN(S(=O)(=O)c2ccc3c(c2)CC(C)N3C(=O)C2CC2)CC1 (configuration not stated)
  ?	·
> O=C(CNC(=O)CNC(=O)c1ccc(Cl)cc1Cl)NCc1cccc(Cl)c1
  ?	·
> Cc1cc2ncn(CC(O)COC3CCCCC3)c2cc1C (configuration not stated)
  ?	·
